Rab2A wt mod – changes GTP binding to wildtype dog Rab2A, up or down | P61105 | GST-Rab2 wt beads, Bodipy-GTP binding, flow cytometry | GTP binding activity, % at 10 µM | actives 0.19% (n = 190,000);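 active = GTP binding activity at least 20 points away from 100%, either lowered or raised; inconclusive = signal likely due to the compound's own green fluorescence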;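 note: 0% = beads with excess unlabeled GTP and 100% = no-compound control corrected for plate trend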
Avidin bead fluor – avidin bead compound fluorescence profile | actives 0.38% (n = 220,000) | fluorescence (KMESF) at 10 µM | Avidin beads, compound fluorescence 488/530 nm, flow cytometry; active compounds read high; in the data active = fluorescence above about 47; note: inactives centre near 10
Rac1 act GTP bind – human Rac1 activated mutant GTP binding change; P63000; GST-Rac1 activated beads, fluorescent GTP binding, flow cytometry; actives lie on both sides; 100% means binding = to untreated wells; percent activity (GTP binding), % at 10 µM; actives 0.11% (n = 190,000); AID 764;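 active = GTP binding at least 20 percentage points away from the 100% baseline, in either direction, so actives lie on both sides; inconclusive = Compound likely fluorescent itself, or too few beads counted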
Rab7 wt GTP bind – dog Rab7 wildtype GTP binding, inhibitors and activators | actives 0.055% (n = 190,000) | AID 758 | GST-Rab7 beads, fluorescent GTP binding, flow cytometry; actives lie on both sides; untreated = 100%, excess cold GTP = 0% | GTP binding activity (percent of control), % at 10 µM;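 active = fluorescent GTP binding to Rab7 beads changed by at least 20 points from the 100% baseline, either direction, mostly lower; inconclusive = compound itself probably fluorescent, or too few beads counted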;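 note: median green fluorescence of bound Bodipy-FL-GTP per Rab7 bead population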
Rac1 wt modul – alters GTP binding to wildtype human Rac1; P63000; actives 0.27% (n = 190,000); AID 757; GTP binding activity (% of control), % at 10 µM; GST-Rac1 beads, fluorescent GTP binding, flow cytometry; actives lie on both sides; 0 = cold GTP competed, 100 = untreated;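 active = GTP binding activity at least 20 points away from the 100% control level, either lower or higher; inconclusive = compound flagged as likely green fluorescent, judged across all proteins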
Mcl1 Noxa PPI – disrupts binding of human Mcl-1 to Noxa peptide | TR-FRET Mcl-1/Noxa peptide binding, 2 h | Q07820 | actives 1.5% (n = 220,000) | inhibition, % at 21.7 µM;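 active = compounds that cut the protein-peptide binding signal by more than 50% relative to plate controls in a single-dose test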;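 note: His-tagged Mcl-1 with rhodamine Noxa BH3 peptide and terbium anti-His antibody; 0% = Mcl-1 plus Noxa peptide wells and 100% = peptide-only wells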
Target sequence (Q07820 whole entry, looked up): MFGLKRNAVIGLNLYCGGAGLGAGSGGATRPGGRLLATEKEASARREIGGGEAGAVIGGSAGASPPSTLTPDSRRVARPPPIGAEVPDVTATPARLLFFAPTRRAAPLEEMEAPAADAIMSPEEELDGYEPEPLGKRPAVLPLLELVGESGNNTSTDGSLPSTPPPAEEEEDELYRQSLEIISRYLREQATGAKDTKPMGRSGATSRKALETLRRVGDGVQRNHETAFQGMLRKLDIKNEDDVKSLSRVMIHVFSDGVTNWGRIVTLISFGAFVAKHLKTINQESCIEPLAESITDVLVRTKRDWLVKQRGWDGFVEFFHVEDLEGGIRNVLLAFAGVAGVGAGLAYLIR
ABCB1 block – inhibitors of human ABCB1 transporter, ABCG2 counter-screen. actives 0.067% (n = 190,000). P08183. inhibition, % at 6.6 µM. CCRF-Adr cells, JC-1 efflux, flow cytometry; in the data active = inhibition above about 40%;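 note: 0% = vehicle and 100% = reference inhibitor; higher value means more JC-1 retained so stronger ABCB1 efflux block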
Pf gamet viab – P. falciparum stage V gametocyte viability inhibition; P. falciparum stage V gametocytes, ATP luminescence, 24 h; AID 743093; inhibition, % at 10.9 µM; actives 0.065% (n = 150,000);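 active = inhibition above the mean plus 3 SD of compounds within the control limits, set per campaign, cut at about 38% in these data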;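 note: 0% = DMSO wells and 100% = medium only without gametocytes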
HRas wt GTP – changes GTP binding to wildtype human HRas. P01112. GST-Ras wt beads, Bodipy-FL-GTP binding, flow cytometry; actives lie on both sides. GTP binding activity, % at 10 µM. actives 0.14% (n = 190,000). AID 759;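 active = GTP binding activity at least 20% away from the 100% baseline, either lowered as inhibitor or raised as activator; inconclusive = flagged as likely green fluorescent, judged across all proteins in the well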;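 note: 0% = unlabeled GTP competition control and 100% = no-compound control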
Target sequence (P01112 whole entry, looked up): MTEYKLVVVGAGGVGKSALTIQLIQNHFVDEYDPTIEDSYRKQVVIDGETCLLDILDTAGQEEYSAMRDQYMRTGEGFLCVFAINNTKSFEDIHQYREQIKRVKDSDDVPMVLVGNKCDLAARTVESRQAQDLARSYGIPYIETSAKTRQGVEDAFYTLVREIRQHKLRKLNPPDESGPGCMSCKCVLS
ABCG2 inh – inhibitors of human ABCG2 transporter, ABCB1 counter-screen | Q9UNQ0 | IgMXP3 cells, JC-1 efflux, flow cytometry | inhibition, % at 6.6 µM | actives 0.1% (n = 190,000) | AID 1325;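 active = inhibition above 80%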;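 note: 0% = DMSO and 100% = nicardipine control wells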
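System: two drug-resistant human cell lines, ABCG2 and ABCB1; controls: nicardipine high and DMSO low controls; times: 10 min exposure at 25 °C with rotation, no wash; detection: flow cytometry of retained JC-1 fluorescence; read-out basis: percent efflux inhibition, scaled nicardipine 100% to DMSO 0%; doses: one concentration, 6.6 µM final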
Cdc42 wt GTP – modulators (inhibitors or activators) of GTP binding to human Cdc42 wildtype. actives 0.2% (n = 190,000). percent activity (GTP binding), % at 10 µM. GST-Cdc42 beads, Bodipy-GTP binding, flow cytometry; actives lie on both sides. AID 761;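 active = percent activity GTP binding at least 20 points away from the 100% baseline, either down as inhibitor or up as activator; inconclusive = compound flagged as likely green fluorescent from well-wide comparison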;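 note: median bead fluorescence of bound Bodipy-FL-GTP at 100 nM; 0% = excess unlabeled GTP control and 100% = no compound control; below 100% means less GTP binding so inhibitor and above means activator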
Target sequence (P60953 whole entry, looked up): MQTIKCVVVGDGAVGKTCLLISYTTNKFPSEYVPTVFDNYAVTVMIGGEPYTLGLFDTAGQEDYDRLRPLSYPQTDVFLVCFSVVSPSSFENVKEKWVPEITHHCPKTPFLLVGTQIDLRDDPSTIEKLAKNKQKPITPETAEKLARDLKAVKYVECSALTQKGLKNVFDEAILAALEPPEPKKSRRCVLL
An asterisk follows results filed as active; ? = inconclusive; . = not tested or not shown. Rows are unselected. About 2.3% of those tested had a hit in this group.

Start of the data: the first three entries, ahead of the listing:
SMILES	Rab2A wt mod	Avidin bead fluor	Rac1 act GTP bind	Rab7 wt GTP bind	Rac1 wt modul	Mcl1 Noxa PPI	ABCB1 block	Pf gamet viab	HRas wt GTP	ABCG2 inh	Cdc42 wt GTP
c1ccc(C2=Nn3c(nnc3-c3ccncc3)SC2)cc1	?	2	?	?	?	1.2	0.6	.	?	5.1	?
Cc1cc(C)c2c(NC(=S)NC(=O)c3ccccc3)nn(C)c2n1	97.0	13	93.0	102.0	98.0	10.6	0.1	.	99.0	3.6	94.0
COc1cccc(-c2nc(CS(=O)(=O)CC(=O)NCCCN3CCc4ccccc4C3)c(C)o2)c1	98.0	10	98.0	98.0	99.0	31.4	1.6	9.2	98.0	10.5	96.0

Main list, from the start:
SMILES	Rab2A wt mod	Avidin bead fluor	Rac1 act GTP bind	Rab7 wt GTP bind	Rac1 wt modul	Mcl1 Noxa PPI	ABCB1 block	Pf gamet viab	HRas wt GTP	ABCG2 inh	Cdc42 wt GTP
c1ccc(C2=Nn3c(nnc3-c3ccncc3)SC2)cc1	?	2	?	?	?	1.2	0.6	.	?	5.1	?
Cc1cc(C)c2c(NC(=S)NC(=O)c3ccccc3)nn(C)c2n1	97.0	13	93.0	102.0	98.0	10.6	0.1	.	99.0	3.6	94.0
COc1cccc(-c2nc(CS(=O)(=O)CC(=O)NCCCN3CCc4ccccc4C3)c(C)o2)c1	98.0	10	98.0	98.0	99.0	31.4	1.6	9.2	98.0	10.5	96.0
COc1ccc(N2C(=O)CC(N3CCCC4CCCCC43)C2=O)cc1 (stereo not given)	102.0	17	99.0	100.0	102.0	19.9	0.7	.	102.0	0.9	102.0
O=C(Nc1ncccc1Cl)c1ccc2c(c1)OCCO2	98.0	22	99.0	95.0	101.0	5.5	0.6	-1.3	99.0	4.1	94.0
CC1CN(C(=O)Nc2ccccc2)c2ccccc2-[n+]2ccsc21 (stereo not given)	97.0	1	103.0	99.0	105.0	6.9	-0.2	0.4	98.0	-2.6	102.0
COc1ccc(/C=C/C(=O)c2ccc[nH]2)c(OC)c1OC	102.0	5	98.0	100.0	106.0	-26.9	0.4	-3.1	101.0	6.9	104.0
COc1ccc(C2/C(=C(/O)c3ccc(C)cc3)C(=O)C(=O)N2CC2CCCO2)cc1OC (stereo not given)	94.0	11	94.0	94.0	101.0	21.8	0.4	19.2	96.0	0.6	97.0
Cc1ccc2c(c1)NC(=O)C(CC(=O)NCCCN1CCCC1=O)O2 (stereo not given)	106.0	7	100.0	107.0	108.0	7.8	-2.4	.	102.0	-1.0	103.0
C=CCn1c(C)cc(C(=O)COC(=O)C2CC(=O)N(Cc3ccccc3)C2)c1C (stereo not given)	101.0	7	99.0	103.0	106.0	9.1	0.0	-11.5	103.0	0.1	100.0
COCc1nc(-c2ccc(-c3ccccc3)nc2OC)no1	101.0	19	103.0	98.0	108.0	6.9	-0.3	.	100.0	36.6	102.0
CCOC(=O)/C(C#N)=C/c1c(Oc2cccc(C)c2)nc2c(C)cccn2c1=O	102.0	6	99.0	102.0	109.0	11.7	-0.1	1.0	104.0	2.1	105.0
Cc1cccc(N(CC(N)=O)S(C)(=O)=O)c1C	102.0	15	98.0	102.0	103.0	7.8	0.6	-12.9	100.0	1.2	105.0
C=CCNC(=O)c1cc(-c2ccccc2O)on1	98.0	25	96.0	97.0	100.0	-4.5	0.4	.	97.0	9.2	96.0
c1cc(CNc2ccc3c(c2)OCCO3)ccn1	100.0	12	99.0	103.0	117.0	24.7	0.7	4.0	103.0	1.7	107.0
COc1ccc(NC(=O)c2ccc(S(=O)(=O)C(F)F)cc2)c(OC)c1	100.0	8	94.0	105.0	98.0	8.4	0.0	5.7	100.0	1.8	98.0
CCN(c1ccccc1)S(=O)(=O)c1ccc(NC(=S)NC(=O)c2cccs2)cc1	100.0	9	98.0	97.0	100.0	-1.2	0.5	.	100.0	7.4	100.0
CCOc1nc(NCCc2ccc(OC)c(OC)c2)nc(N2CCN(c3ccc(OC)cc3)CC2)n1	102.0	8	99.0	104.0	104.0	-19.7	1.8	-23.2	103.0	6.4	102.0
Cc1ccc(-c2c3c(=O)n(C)c(=O)n(C)c3cn2Cc2ccccn2)cc1	102.0	7	99.0	100.0	99.0	6.1	0.6	.	103.0	1.1	101.0
CC1CCc2c(sc(NC(=O)CN3CCN(C(=O)c4ccco4)CC3)c2C#N)C1 (stereo not given)	96.0	4	98.0	96.0	101.0	-4.0	1.6	3.4	98.0	7.1	100.0
Cc1ccc(C)c(S(=O)(=O)NC(C)C(=O)Nc2ccc(-c3nc4ccccc4s3)cc2)c1 (stereo not given)	95.0	10	94.0	97.0	93.0	-1.3	0.3	-26.5	97.0	0.4	94.0
CS(=O)(=O)N1CCN(c2ccccc2NC(=O)c2ccc3ccccc3c2)CC1	100.0	20	99.0	97.0	104.0	7.1	0.5	.	103.0	5.3	103.0
O=C(NCc1ccccn1)C1CCN(Cc2cnn(-c3ccccc3)c2-n2cccc2)CC1	100.0	.	97.0	98.0	100.0	-15.2	-0.2	2.2	97.0	-0.1	100.0
CCN(CC)c1ccc(C(=O)OCC(=O)NCC2CCCO2)cc1 (stereo not given)	101.0	25	102.0	101.0	109.0	4.9	0.3	.	102.0	0.2	105.0
COC(=O)/C=C1\N/C(=N\c2nc(C)cc(C)n2)N(c2ccc(C)cc2)C1=O	98.0	2	98.0	103.0	103.0	9.6	7.9	.	101.0	38.0	102.0
O=C(c1ccco1)N1CCN(c2cc(C(F)(F)F)nc3ncnn23)CC1	104.0	10	102.0	106.0	107.0	15.7	0.5	-16.1	102.0	7.2	104.0
COc1ccc(-c2cc(=O)oc3cc(OC(C)C(=O)O)ccc23)cc1 (stereo not given)	98.0	14	98.0	98.0	97.0	13.1	1.5	35.6	99.0	-4.9	99.0
O=C(O)C(O)Cc1c[nH]c2ccccc12 (stereo not given)	96.0	5	97.0	96.0	101.0	24.9	0.1	.	98.0	0.5	102.0
CCCc1nnc(NC(=O)CCCC(=O)O)s1	104.0	28	101.0	101.0	106.0	14.6	0.8	.	102.0	13.6	102.0
Cc1ccnc(SCCn2c(N3CCN(Cc4ccccc4)CC3)nc3c2c(=O)[nH]c(=O)n3C)n1	100.0	9	99.0	101.0	102.0	-21.3	0.7	.	99.0	0.8	100.0
COc1nc(OCC#N)nc(N2CCCCC2)n1	99.0	10	94.0	101.0	90.0	7.8	0.2	0.5	97.0	1.3	93.0
O=C(Nc1cccc(S(=O)(=O)c2cccc(NC(=O)C3CC3)c2)c1)C1CC1	101.0	9	102.0	98.0	100.0	-2.5	0.4	-2.3	101.0	0.8	101.0
Cc1ccc(-n2c(=O)cc(N3CCN(Cc4ccccc4)CC3)[nH]c2=O)cc1	102.0	6	99.0	106.0	107.0	16.3	-0.2	.	102.0	-0.9	102.0
O=C(NC1C(=O)NNC1c1ccccc1)c1ccc(F)cc1 (stereo not given)	98.0	5	96.0	93.0	100.0	-4.9	-0.1	.	95.0	-1.1	96.0
CCOC(=O)c1c(C)[nH]c(C(=O)COC(=O)C2=NNC(=O)CC2)c1C	96.0	6	94.0	98.0	95.0	-4.8	0.4	4.8	96.0	22.9	95.0
O=C(N1CCCC1)C(F)(F)Oc1ccc(F)cc1	99.0	9	92.0	98.0	96.0	4.2	0.0	.	90.0	0.7	98.0
CCOc1ccc(C(Nc2ccc(C)cc2)P2(=O)OCCCO2)cc1 (stereo not given)	101.0	27	98.0	100.0	104.0	7.4	0.4	.	101.0	11.6	100.0
C=CCOn1c(=O)c(-c2ccccc2)[n+]([O-])c2ccccc21	97.0	9	96.0	95.0	97.0	9.7	0.3	-1.3	98.0	4.3	97.0
Cc1ccc(NC(=O)C2CCN(C(=O)c3ccccc3C)CC2)cc1	98.0	4	100.0	99.0	102.0	7.7	0.5	.	100.0	5.2	103.0
CCc1n[nH]c(=O)n1Cn1c(CC)n[nH]c1=O	98.0	6	95.0	100.0	98.0	-0.7	-2.4	.	98.0	-3.3	100.0
Nc1cccc2c1C(=O)N(C(=O)c1ccc(S(=O)(=O)N3CCCCCC3)cc1)C2=O	92.0	8	93.0	91.0	90.0	9.3	1.9	.	93.0	18.8	93.0
CC(C)(C)N=C1NN=C(c2cc3ccccc3o2)CS1	99.0	12	99.0	95.0	105.0	71.3*	0.0	.	101.0	0.1	103.0
Cc1ccc(-n2c(Cc3ccccc3)n[nH]c2=S)cc1	97.0	9	95.0	98.0	97.0	20.0	-0.2	14.2	97.0	-0.9	98.0
Cc1cc(C)c(NC(=O)c2c[nH]c(=S)n2-c2ccc(F)cc2)c(C)c1	99.0	9	99.0	98.0	97.0	5.8	-0.1	-15.2	96.0	0.6	97.0
CCn1cc(C(=O)N2CCN(c3ccccc3F)CC2)c(=O)c2ccc(C)nc21	96.0	6	98.0	98.0	96.0	16.6	1.9	.	97.0	7.6	98.0
Cc1ccc(-c2nn3c(C)nnc3s2)cc1NC(=O)c1ccco1	98.0	7	96.0	103.0	97.0	-9.0	-0.2	.	96.0	1.6	94.0
CC(C)(C)NC(=O)NC(=O)CN1CCN(C(c2ccccc2)c2ccccc2)CC1	95.0	9	95.0	100.0	97.0	5.2	0.2	-9.9	97.0	-1.0	97.0
NNC(=S)Nc1ccccc1Cl	96.0	8	95.0	97.0	101.0	6.6	-0.2	1.6	96.0	6.7	96.0
NC(=S)Nn1c(CCC(=O)O)ccc1-c1ccccc1	100.0	9	98.0	102.0	104.0	-0.7	2.1	0.1	99.0	2.5	99.0
CC1(C)C2([N+](=O)[O-])CN(CCO)CC1([N+](=O)[O-])CN(CCO)C2	99.0	22	98.0	101.0	102.0	2.6	2.4	.	99.0	7.7	102.0
Cc1cccc(NC(=S)NNC(=O)c2ccco2)c1	93.0	13	91.0	93.0	93.0	7.8	0.0	-5.9	94.0	3.7	97.0
CC(=O)N(C)C1(c2nnnn2CCOC(=O)Nc2cccc3ccccc23)CCCC1	101.0	7	99.0	102.0	100.0	-0.7	0.1	.	100.0	-0.2	99.0
COc1ccccc1-c1nnc(-c2ccc(N3CCOCC3)cc2)o1	100.0	.	97.0	95.0	103.0	18.4	0.6	1.6	100.0	2.2	99.0
Cc1ccc(Sc2ccc(NC(=O)CCl)cc2)c(C)c1	101.0	4	99.0	100.0	103.0	12.7	0.1	16.1	100.0	3.4	106.0

High-throughput results as filed in PubChem BioAssay.
